D2 agonist: activates the human D2 dopamine receptor; P14416; HEK293 T-REx D2 cells, calcium flux agonist mode; activation, % at 2 µM; actives 0.53% (n = 340,000); AID 485358;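 active = activation over 3 SD above normal in the single-dose calcium agonist read, cut at about 30% in these data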; also: 0% is about no effect
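In this primary screen, compounds producing a positive calcium signal within 180 s of addition to tetracycline-induced, force-coupled HEK293 Trex D2 cells are flagged; cells are dye-loaded with a no-wash calcium kit beforehand.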
TRHR ag: agonists of human TRH receptor | TRHR cells, calcium flux fluo-8, FDSS agonist mode | activation, % at 2 µM | actives 0.18% (n = 360,000) | AID 493084; in the data active = activation above about 30%; also: 0% is about no effect
Target sequence (P34981 whole entry, looked up): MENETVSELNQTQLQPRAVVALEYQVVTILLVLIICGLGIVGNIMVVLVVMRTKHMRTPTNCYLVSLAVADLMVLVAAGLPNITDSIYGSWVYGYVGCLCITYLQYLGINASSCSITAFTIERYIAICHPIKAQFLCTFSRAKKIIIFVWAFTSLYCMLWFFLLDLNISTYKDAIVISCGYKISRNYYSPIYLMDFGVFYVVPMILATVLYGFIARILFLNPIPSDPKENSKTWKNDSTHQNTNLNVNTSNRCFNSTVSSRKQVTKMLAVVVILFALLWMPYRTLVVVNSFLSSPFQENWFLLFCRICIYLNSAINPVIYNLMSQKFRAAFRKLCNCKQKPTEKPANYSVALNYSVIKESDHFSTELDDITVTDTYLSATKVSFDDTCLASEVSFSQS
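Read-out: compound-evoked intracellular calcium rise in TRHR cells, fluo-8 dye, kinetic FDSS fluorescence at 1 s/cycle following a 10-cycle baseline. Cells cultured overnight before dye loading (30 min–1.5 h, RT).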
rTrxR1 inhibitor: blocks rat thioredoxin reductase 1; actives 1% (n = 390,000); AID 588453; recombinant rTrxR1, NADPH fluorescence consumption, selenite substrate; Potency, µM (top dose mostly 114 µM), for inactives: at the highest dose activity change, negative = inhibition, usual class: inhibitors; also: potency is read from the fitted curve at half-maximal effect; % is scaled to controls: 0 for no effect and ±100 for the full control effect; nearly all actives have a fitted effect of over 65% in size
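Rat TrxR1 (90 nM in the dispensed reagent) was pre-reduced with 400 uM NADPH for 5 min at room temperature, then incubated with compound for 15 min. After 400 uM selenite was added, NADPH fluorescence (Ex 340/Em 450 nm) was followed for 8 min.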
D2 antag: antagonists of human D2 dopamine receptor; actives 2% (n = 340,000); P14416; HEK293 TREx D2 cells, calcium flux, dopamine EC80; AID 485344; inhibition, % at 10 µM; in the data active = inhibition above about 30%; also: 0% is about no effect
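Calcium flux kinetic readout in an inducible HEK293 TREx D2 line plated overnight at 30 C. After 180 s compound exposure, an EC80 dopamine challenge follows with another 180 s kinetic read to detect antagonism.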
Pin1 inh: blocks the human prolyl isomerase Pin1; Q13526; Pin1 FP peptide displacement, HiFluor488, 10 min; Potency, µM (doses to about 115 µM), inactives show at the top dose activity, negative = inhibition, actives largely listed as inhibitors; actives 0.009% (n = 390,000); active = well fitted inhibition curve with a large enough effect in the polarisation, with a control signal flat, not every such curve was filed as active; inconclusive = small, poorly fitted or top-dose-only effect, or effect the other way, or a change in a side signal; inactive = no such curve, though single readings can be large or run the other way; the % refers to the polarisation; also: potency is read from the fitted curve at half-maximal effect; % is scaled to controls: 0 for no effect and ±100 for the full control effect
Target sequence (Q13526 whole entry, looked up): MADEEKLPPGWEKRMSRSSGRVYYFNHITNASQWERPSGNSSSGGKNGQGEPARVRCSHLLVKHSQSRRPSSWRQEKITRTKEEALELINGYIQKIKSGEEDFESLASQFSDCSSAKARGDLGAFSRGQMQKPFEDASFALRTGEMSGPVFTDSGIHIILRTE
USP1 inh: blocks the human USP1/UAF1 deubiquitinase complex. AID 743255. actives 0.23% (n = 390,000). O94782. Potency, µM (series often up to 57.1 µM), for the others: at the highest dose activity change, negative = inhibition, most hits filed as inhibitors. recombinant USP1/UAF1, Ub-Rhodamine cleavage fluorescence; also: potency is read from the fitted curve at half-maximal effect; % is scaled to controls: 0 for no effect and ±100 for the full control effect; nearly all actives have a fitted effect of over 60% in size; inactives centre near -12
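In this screen, compounds sit with the deubiquitinase complex (1nM) for 15 min at room temperature before Ub-Rho is added at 150nM final. Fluorescence rise is then followed for 6 reads every 60 seconds.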
TrxR1 substrate: rat thioredoxin reductase 1 substrate activity | O89049 | purified TrxR1 substrate turnover, NADPH consumption readout | Potency, µM (top dose mostly 114 µM), for the others: top-dose activity change, negative = substrate turnover | actives 0.01% (n = 390,000); also: potency is read from the fitted curve at half-maximal effect; % is scaled to controls: 0 for no effect and ±100 for the full control effect; nearly all actives have a fitted effect of over 50% in size
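Rat TrxR1, dispensed at 90 nM, was prereduced with 400 uM NADPH (final) for 5 min at ~22 deg C, then incubated with compound 15 min before 400 uM selenite. A first-read NADPH fluorescence drop versus no-compound background flagged substrates.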
TRHR enhancer: TRH receptor (human) allosteric enhancement. actives 0.66% (n = 360,000). P34981. TRHR cells, fluo-8 calcium fluorescence, EC20 TRH enhancement. enhancement, % at 2 µM; in the data active = enhancement above about 30%; also: 0% is about no effect
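TRHR-expressing cells loaded with fluo-8 calcium dye were read kinetically (ex 480/em 530) during compound addition, then stimulated with an EC20 of TRH (10 nM final). Enhancement of the Gq-mediated intracellular calcium response was scored.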
mIDH1 inhibitor: human IDH1 R132H inhibition; O75874; IDH1-R132H enzyme, NADPH consumption, diaphorase/resazurin fluorescence; Potency, µM (series often up to 76.6 µM), inactives show at the highest dose activity change, negative = inhibition, hits mostly inhibitors; actives 0.093% (n = 390,000); AID 602179; also: potency is read from the fitted curve at half-maximal effect; % is scaled to controls: 0 for no effect and ±100 for the full control effect; nearly all actives have a fitted effect of over 65% in size
Target sequence (O75874 whole entry R132H, stated change not applied): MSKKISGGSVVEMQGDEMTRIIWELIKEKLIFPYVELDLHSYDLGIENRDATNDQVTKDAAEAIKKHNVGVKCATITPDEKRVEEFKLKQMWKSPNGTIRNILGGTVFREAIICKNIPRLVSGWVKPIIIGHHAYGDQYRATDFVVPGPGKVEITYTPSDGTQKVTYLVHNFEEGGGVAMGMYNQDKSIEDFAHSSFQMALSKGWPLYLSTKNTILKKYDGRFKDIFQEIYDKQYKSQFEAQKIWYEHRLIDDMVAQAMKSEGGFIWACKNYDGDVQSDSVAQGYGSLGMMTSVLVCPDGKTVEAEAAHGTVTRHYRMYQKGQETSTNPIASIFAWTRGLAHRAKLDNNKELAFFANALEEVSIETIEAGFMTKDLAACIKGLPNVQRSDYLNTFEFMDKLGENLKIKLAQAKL
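IDH1-R132H (0.5 ug/mL dispensed) in pH 7.5 Tris buffer was preincubated 30 min with compound, then given a substrate mix of 0.016 mM NADPH and 2 mM alpha-KG for 80 min at room temperature; remaining NADPH was read by diaphorase/resazurin fluorescence.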
* marks the source's active call; other numbers are inactive results; ? = inconclusive; . = not tested or not shown; [ ] = remark or other dose. Unless noted, calls follow the shape of the dose curve; as a rule, active = well fitted inhibition curve with a large enough effect; inconclusive = small, poorly fitted or top-dose-only effect; inactive = no such curve, though single readings can be large or run the other way. The list is partial; the hit share may differ from the screen's.

SMILES	D2 agonist	TRHR ag	rTrxR1 inhibitor	D2 antag	Pin1 inh	USP1 inh	TrxR1 substrate	TRHR enhancer	mIDH1 inhibitor
CCN(CC)CCOc1ccccc1C(C)=O	8.0	0.3	-19%	2	-2%	0%	-7%	-3	-1%
CCOC(=O)CSc1ncc(-c2ccc([N+](=O)[O-])cc2)[nH]1	-0.9	-0.3	-18%	5	7%	-3%	-16%	0	8%
Cc1ccc(NC(=S)N(CCN(C)C)C(C)c2cccnc2)c(C)c1 (stereo not given)	-0.8	0.1	34%[57.1 µM]	-5	-1%	-8%	10%[57.1 µM]	10	3%
O=S1(=O)CCOC[C@H](c2ccccc2)N1Cc1ccccc1	0.2	-0.2	2%[57.1 µM]	30*	-3%	13%	3%[57.1 µM]	8	22%
CCc1cccc(CC)c1NC(=O)CN1C2CCCC1CC(NC(=O)Nc1cccc(OC)c1)C2 (stereo not given)	-0.5	-0.3	22%[57.1 µM]	-20	1%	-12%	-7%	8	2%
CCCOC(=O)c1c(N)sc2c1CCC2	-1.7	-0.7	?	-5	?	-10%	2%[57.1 µM]	-3	-4%
CC(=O)Nc1c(O)nc(SCC(=O)Nc2nnc(CC(C)C)s2)[nH]c1=O	-0.6	-0.1	6%	-12	5%	6%	-8%	7	-3%
Cc1ccccc1NC(=O)Cn1nc(C)n2cccc2c1=O	-0.4	1.8	23%	17	-5%	-17%	4%	-5	-4%
COc1ccc(C2(C(=O)NCCc3ccccc3)CCCC2)cc1	-1.3	-0.3	9%	13	2%	-21%	-2%	-1	3%
Cc1sc2c(c1C)c(=O)n(-c1ccc(Cl)cc1)c(=O)n2Cc1c(F)cccc1Cl	-0.2	-0.3	34%	.	-1%	-12%	5%	2	-20%
CCN(CC)S(=O)(=O)c1ccc(NC(=O)COC(=O)c2ccc(NC(=O)CC#N)cc2)cc1	.	2.2	32%	.	29%	-13%	0%	-3	-2%
C/C(=N\S(=O)(=O)c1ccc(C)cc1)N1CCN(S(=O)(=O)c2ccccc2)C1C(C)C (stereo not given)	0.3	-0.3	8%	-10	2%	-7%	-8%	-3	10%
CC[C@]12c3[nH]c4ccc(OC)cc4c3CCN1C(=O)C(CC(=O)NC/C=C(\C)CCC=C(C)C)C[C@@H]2C(=O)N1CCN(C(=O)C2CC2)CC1 (stereo not given in full)	.	.	?	.	?	-3%	-19%	.	-3%
Cc1cc(C)n2nc(SCC(N)=O)nc2n1	-0.1	2.0	5%	-11	-3%	-10%	5%[57.1 µM]	0	-5%
CCn1c(C)nc2cc(C(=O)NNS(=O)(=O)c3ccccc3F)ccc21	-0.1	-0.4	?	4	2%	-23%	145%[activator]	2	6%
COc1ccc(OC)c(C(=O)COC(=O)c2ccc([N+](=O)[O-])o2)c1	.	.	?	.	3%	-21%	-10%	.	27%
CCCOc1ccc(CNC(=S)Nc2ccccc2)cc1Cl	-0.9	0.0	9%	10	-5%	-26%	-2%	-2	9%
CNc1oc(-c2ccccc2)nc1C#N	0.4	-0.2	?	-2	-1%	-14%	416%[activator]	4	5%
Cc1ccccc1C(=O)Nc1c(C)nc(Nc2ccccc2)nc1Nc1ccccc1	0.1	-0.2	1%	.	14%	-18%	-1%	5	-7%
COc1ccc(NC(=O)COCc2cc(-c3cccs3)on2)cc1	0.1	-0.7	12%[57.1 µM]	.	?	9%	-5%[57.1 µM]	0	0%
O=C(Nc1cccc(Cl)c1N1CCCCC1)c1ccc2c(c1)OCCO2	-0.4	0.3	12%	-1	0%	-22%	5%	0	7%
Cc1cc(-c2cccc(Br)c2)c(C#N)c(N)n1	0.0	-1.5	19%[57.1 µM]	-1	25%	-1%	11%	2	1%
COc1ccc(/C=c2/sc3n(c2=O)C(c2ccccc2OC)C2=C(N=3)c3ccccc3CC2)cc1O (stereo not given)	1.0	1.3	-4%	-1	?	?	-5%	1	6%
CCc1ccc(NC(=O)CSc2ccc3nc(-c4ccc(OC)cc4)cn3n2)cc1	-0.9	0.2	27%[57.1 µM]	.	?	?	13%[57.1 µM]	-3	-6%
Cn1cc(C(=O)NCc2ccccc2F)cn1	-2.7	-0.7	2%	-15	-8%	-11%	-4%	3	10%
Cc1cc[n+]2c3c(cccc13)CCC2	.	-0.7	-2%	.	-3%	-3%	32%[activator]	3	0%
COc1cc(C)c(Br)cc1S(=O)(=O)NCCCN1CCOCC1	0.3	0.8	21%[57.1 µM]	19	-3%	?	8%[57.1 µM]	-13	-5%
Cc1cc(C)n2nc(SCC(=O)c3cc(C)n(CC4CCCO4)c3C)nc2n1 (stereo not given)	-1.4	-1.6	10%[57.1 µM]	-7	?	-11%	-1%[57.1 µM]	6	-2%
COc1ccc(/C=C(/NC(=O)c2ccc([N+](=O)[O-])cc2)C(=O)NC(C)(C)C)cc1	-0.5	0.1	18%[57.1 µM]	14	8%	-12%	3%[57.1 µM]	-4	-2%
COc1ccc(NC(=O)COC(=O)c2ccc(-n3nc(C)cc3C)cc2)cc1OC	.	-0.3	26%	.	-4%	-19%	5%	6	3%
O=C(O)CCCC(=O)N(Cc1ccccc1)Cc1ccccc1	-2.0	-0.8	11%[57.1 µM]	7	-6%	-10%	14%[57.1 µM]	-5	7%
CC(=O)NC12CC3CC(C1)CC(C(=O)OCC(=O)c1cc(C)n(C)c1C)(C3)C2	.	.	-1%	.	-7%	-6%	0%	.	2%
Cn1cccc1Cc1nnc(SCC(=O)Nc2ccc3c(c2)OCO3)n1-c1ccc(F)cc1	-2.5	-0.3	16%[57.1 µM]	-6	0%	-14%	-3%[57.1 µM]	-3	-3%
CCOC(=O)c1ccc(NC(=S)Nc2ccccn2)cc1	-0.1	0.0	-8%	27	5%	0%	-6%	0	-9%
Cc1cc(C)nc(SCCS(=O)Cc2ccc(Cl)cc2)n1 (stereo not given)	0.3	0.0	-9%	-12	-9%	-11%	-10%	18	3%
COC(=O)c1cc(S(=O)(=O)Nc2cccc(C)c2C)cn1C	-0.1	-0.8	16%	27	0%	-18%	12%	-4	15%
Cn1c(=O)c2ccccc2n2c(CCC(=O)N3CCN(c4cccc(Cl)c4)CC3)nnc12	.	-0.2	8%	.	1%	?	3%	-3	0%
CCn1c(N)c(C(=O)NCc2ccco2)sc1=S	-0.8	-0.9	-4%	-2	-2%	-11%	-8%	7	1%
Cc1ccc(NC(=S)NC(=O)/C=C/c2ccco2)c(O)c1	0.0	-0.4	?	-18	-4%	-10%	-11%	-6	-7%
COc1ccc(NC(=O)Cc2nnc(SCC(=O)Nc3cc(C)ccc3OC)n2C)cc1	0.7	-0.6	4%	-23	0%	-23%	10%[57.1 µM]	-1	8%
CCN(C(=O)COC(=O)/C=C/c1ccc(O)c(OC)c1)C1CCS(=O)(=O)C1 (stereo not given)	0.2	-0.9	-17%	-7	-3%	-22%	-5%	6	-2%
O=C(NCCCn1ccnc1)/C(=C/c1ccco1)NC(=O)c1cccs1	0.0	-2.4	-6%[57.1 µM]	-1	5%	-14%	-1%[57.1 µM]	-3	-3%
Cc1cccc(S(=O)(=O)Nc2ccc3c(c2)OCCO3)c1	0.8	-0.6	36%	5	-3%	-10%	2%	4	-8%
Clc1ccc(OCCSc2nnnn2C2CCCCC2)cc1	0.3	0.5	-1%	34*	-9%	-14%	-5%	-5	10%
O=C(CNS(=O)(=O)c1ccccc1)OCC(=O)c1ccc(F)cc1	-2.0	-1.1	3%	-16	4%	3%	-3%	1	-1%
Cc1nnsc1SCC(=O)O	0.0	0.2	26%[57.1 µM]	-5	0%	4%	0%[57.1 µM]	-4	-5%
Cc1cc(C)c(C)c(OCCn2ccnc2)c1	-0.1	-0.2	2%[57.1 µM]	11	0%	0%	-2%	4	0%
COc1ccc(S(=O)(=O)NCC(=O)N(Cc2ccco2)C(C(=O)NC(C)(C)C)C(C)C)cc1 (stereo not given)	-0.6	-0.3	-9%	-2	2%	-7%	-3%	-1	-1%
Cc1ccc(-c2noc(CCC(=O)Nc3ccccc3N3CCN(C)CC3)n2)cc1	-1.6	0.2	13%	3	0%	1%	13%[57.1 µM]	2	0%
CCc1nccn1S(=O)(=O)c1ccc(Br)cc1Br	-0.5	2.2	23%[57.1 µM]	-6	-4%	-9%	-5%[57.1 µM]	4	16%
CC(C)c1cc(C(=O)O)n[nH]1	0.4	0.3	-2%[57.1 µM]	-9	-1%	-3%	3%[57.1 µM]	2	3%
CCOC(=O)N1CCN(C(=O)C2CCCN(S(=O)(=O)c3ccc(F)cc3)C2)CC1 (stereo not given)	-0.1	0.1	7%	14	-4%	-10%	2%	-1	-10%
CC(C)(C)c1ccc(OCC(=O)N2CCN(C=O)CC2)cc1	0.9	0.2	-3%	12	-5%	-13%	7%[57.1 µM]	1	0%
Cc1cc(C)cc(S(=O)(=O)c2cn(C)c3cc(N4CCCC4)c(F)cc3c2=O)c1	.	0.1	12%	.	-11%	-6%	16%	-3	16%
COc1ccc(Cl)cc1NC(=O)C(=O)NC1CCCCCC1	1.1	1.3	15%[57.1 µM]	-16	-5%	-17%	-4%	9	1%
COc1ccc(S(=O)(=O)N2CCOCC2)cc1NC(=O)CSc1ncnc2ccccc12	0.4	0.5	-6%	7	2%	-15%	-10%	1	1%
Cc1ccc(C)c(-n2ccnc2SCC(N)=O)c1	.	-0.1	17%[57.1 µM]	.	-1%	-18%	7%[57.1 µM]	-9	9%

Part of the list above, with two lines to a compound:
Every second line gives: D2 agonist, TRHR ag, rTrxR1 inhibitor, D2 antag, Pin1 inh, USP1 inh, TrxR1 substrate, TRHR enhancer, mIDH1 inhibitor
Cc1cc(C)c(C)c(OCCn2ccnc2)c1
→ -0.1, -0.2, 2%[57.1 µM], 11, 0%, 0%, -2%, 4, 0%
COc1ccc(S(=O)(=O)NCC(=O)N(Cc2ccco2)C(C(=O)NC(C)(C)C)C(C)C)cc1 (stereo not given)
→ -0.6, -0.3, -9%, -2, 2%, -7%, -3%, -1, -1%

Compound activity as filed in PubChem.
